Assay outcomes deposited in PubChem by several laboratories.
Large T inhibition: TAg ATPase/helicase activity blockers – biochemical (AID 1903); SV40 large T antigen ATPase/helicase inhibition assay; higher % means a stronger effect; inhibition, % at 20 µM; hits with a dose series show IC50 in µM; actives 0.39% (n = 310,000); in the data active = a potency from the dose series; inconclusive = inhibition mostly from about 32% at the one dose, without a potency; inactive = the rest, 99 in 100 with inhibition below about 32%; also: strong numbers were not always called active
GPR55 activation: GPR55 agonists via beta-arrestin recruitment, primary screen, imaging, U2OS cells, beta-arrestin-GFP redistribution (AID 1961). one-dose activation, % at 10 µM; EC50 in µM for titrated hits. U2OS GPR55 beta-arrestin-GFP redistribution imaging; higher % means a stronger effect. actives 0.048% (n = 290,000);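 active = activation above 40% with more than 50 cells counted in the well; inconclusive = wells holding fewer than 50 cells, flagged as toxic or sparse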;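 also: U2OS osteosarcoma cells stably expressing GPR55 and beta-arrestin-GFP; plate controls were DMSO negative control for no effect and LPI positive control for full effect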
GPR55 LPI antagonism: inhibition of LPI-stimulated GPR55 beta-arrestin translocation – imaging, U2OS, beta-arrestin-GFP, LPI agonist, primary screen (AID 2013) | one-dose inhibition, % at 10 µM; IC50 in µM for titrated hits | U2OS GPR55 beta-arrestin-GFP translocation imaging, LPI antagonism; higher % means a stronger effect | actives 0.13% (n = 290,000);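 active = spots per cell inhibited over 60%, with over 100 cells counted and total cytoplasm intensity under 500,000; inconclusive = wells with under 100 cells, flagged as likely toxic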;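 also: U2OS cells stably carrying GPR55 and arrestin-GFP stimulated by 5 µM LPI near EC80; imaged beta-arrestin-GFP aggregate spots per cell after agonist stimulation; plate controls were LPI-stimulated DMSO wells for no effect and DMSO wells without LPI for full effect; some results filed as inactive read as strong as hits; confirmed hits need IC50 under 10 µM and bright autofluorescent wells are also inconclusive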
Lipid droplet: modulators of hepatic lipid droplet formation | AML12 mouse hepatocytes, oleate lipid droplets, BODIPY imaging | inhibition, % at 6.5 µM | actives 0.4% (n = 240,000);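 active = lipid droplet intensity inhibited by at least 50%, with more than 500 cells counted; inconclusive = wells with under 300 cells, treated as cytotoxic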
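Assay system: AML12 mouse liver cells | Compound: 6.5 µM single-point dosing | Schedule: Overnight exposure | Technique: Fluorescence imaging, 20x objective, two fields per well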
NTR1 ag: agonists of NTR1, primary screen, imaging, U2OS cells, beta-arrestin-GFP, high content (AID 493036). P30989. NTR1-U2OS beta-arrestin-GFP spot imaging, agonist mode. activation, % at 20 µM. actives 0.17% (n = 330,000);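 active = activation at or above 40% of the spot to cytoplasm intensity ratio, with at least 20 cells analyzed; inconclusive = wells under 20 cells, flagged as cytotoxic or low count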;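 also: 0% = DMSO without peptide and 100% = 100 nM NTR1 peptide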
Target sequence (P30989 whole entry, looked up): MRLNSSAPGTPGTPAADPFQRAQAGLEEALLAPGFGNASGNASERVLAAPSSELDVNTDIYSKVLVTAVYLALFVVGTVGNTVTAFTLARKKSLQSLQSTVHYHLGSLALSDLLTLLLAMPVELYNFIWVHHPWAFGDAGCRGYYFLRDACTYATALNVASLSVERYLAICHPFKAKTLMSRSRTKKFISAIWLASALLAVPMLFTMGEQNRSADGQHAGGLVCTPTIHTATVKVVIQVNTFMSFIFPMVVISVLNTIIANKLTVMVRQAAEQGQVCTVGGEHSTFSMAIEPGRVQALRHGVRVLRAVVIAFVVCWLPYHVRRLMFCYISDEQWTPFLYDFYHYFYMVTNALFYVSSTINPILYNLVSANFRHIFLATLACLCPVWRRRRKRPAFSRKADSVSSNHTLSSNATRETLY
LYP phosphatase: PTPN22 lymphoid phosphatase activity blockers – biochemical, fluorescence intensity, uHTS (AID 1779) | recombinant LYP phosphatase, fluorescence intensity; higher % means a stronger effect | inhibition, % at 11.5 µM; hits with a dose series show IC50 in µM | actives 0.054% (n = 290,000); in the data active = inhibition above about 50%;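 also: plate controls were vehicle with enzyme for no effect and no enzyme for full effect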
GPR35 antagonists: inhibition of zaprinast-stimulated GPR35 beta-arrestin translocation – imaging, U2OS, beta-arrestin-GFP, zaprinast agonist, primary screen (AID 2058) | U2OS GPR35 beta-arrestin-GFP translocation imaging, zaprinast antagonism; higher % means a stronger effect | inhibition, % at 10 µM, or IC50 in µM where a hit was titrated | actives 0.052% (n = 290,000);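 active = inhibition of at least 50% with at least 30 cells and total cytoplasm GFP at most 10,000,000; inconclusive = under 30 cells or total GFP of 10,000,000 plus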
Rac1 GTP hydrolysis: MgcRacGAP GTPase-activating activity inhibitors, confirmation, biochemical, ADP Hunter fluorescence. MgcRacGAP-stimulated Rac1 GTP hydrolysis, ADP Hunter fluorescence; higher % means a stronger effect; GST-tagged Rac1 F28L mutant substrate. one-dose inhibition, % at 30 µM; IC50 in µM for titrated hits. actives 0.6% (n = 340,000);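 active = first-screen hits whose inhibition reached a set limit at any dose in the follow-up dose series; inconclusive = inhibition above the set first-screen limit but never retested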;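 also: fluorescence reports GDP produced by GAP-driven GTP hydrolysis; strong numbers were not always called active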
T cell HTS: T cell immune modulation candidate | calls only at 7 µM | actives 0.068% (n = 330,000) | 2C CD8+ T cell-vesicle binding, flow cytometry; active compounds read low;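 active = response, share of CD8 T cells binding vesicles, and their 90th percentile fluorescence all below set limits, cut at about 80% in these data, passing the limit was not always enough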
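Material: 2C TCR transgenic mouse naive CD8+ T cells, MACS-purified. Also added: QL9-charged Drosophila Ld/ICAM-1/B7-1 vesicles. Timing: binding 1.5 h at 37 °C. Measured by: high-throughput flow cytometry with anti-B7-1 and anti-CD8 staining. Read-out: percent CD8+ FL2 mean versus row control. Controls: Unloaded micro-vesicles (low), QL9 vesicles with 0.7% DMSO (high).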
Lipid droplet cells 6.5 µM: also measured in Lipid droplet; calls as there; cell count; measured here: cell count, cytotoxicity flag;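 cells counted across two imaged fields per well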
T cell HTS vesicle-bound %: recorded beside T cell HTS, whose call it bears; double positive events, %; measured here: CD8+ vesicle-bound cell fraction;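 binding gate set so that unloaded-vesicle control wells show 10% double positive cells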
NTR1 ag cell count 20 µM: further read-out of NTR1 ag, marked with its call; cell count; measured here: cell count, cytotoxicity flag
* marks the source's active call; other numbers are inactive results; i = inactive; ? = inconclusive; / = not tested or not shown.

Molecule,Large T inhibition,GPR55 activation,GPR55 LPI antagonism,Lipid droplet,Lipid droplet cells 6.5 µM,NTR1 ag,NTR1 ag cell count 20 µM,LYP phosphatase,GPR35 antagonists,Rac1 GTP hydrolysis,T cell HTS,T cell HTS vesicle-bound %
O=C(Cn1c(O)c(N=NC(=O)c2ccncc2)c2ccccc21)Nc1ccccc1,7.7%,-0.1%,-7.8%,4.0,701,0.0,59,-8.4%,-10.8%,/,i,14.8
NC1=NC2(CCCC2)n2c(nc3ccccc32)N1,3.0%,-0.8%,16.8%,17.4,685,-0.1,75,-1.9%,1.2%,9.5%,i,46.8
Cc1ccccc1N1CC(c2nc3ccccc3[nH]2)CC1=O (stereo not given),5.0%,0.2%,7.2%,12.2,677,0.0,76,-7.2%,-17.2%,2.9%,i,52.8
Cc1ccc(NC(=O)NCCN2C(=O)C3C4C=CC(C4)C3C2=O)cc1 (stereo not given),20.8%,-0.1%,-19.1%,/,/,2.5,55,-7.7%,-3.1%,1.4%,i,63.9
COC1=C(OC)C(=O)C(CCCCCCCCCCO)=C(C)C1=O,-0.4%,-0.5%,-7.6%,1.1,665,/,/,-0.7%,-6.9%,/,/,/
CC(=O)OC(C(=O)Nc1nccs1)c1ccccc1 (stereo not given),14.3%,-0.2%,8.5%,-18.1,795,-0.7,57,-9.3%,5.7%,-4.0%,i,12.0
Cc1cc(SCc2c(F)cccc2Cl)nc(=O)[nH]1,10.9%,-0.1%,-1.0%,-14.0,639,-0.5,61,-4.2%,18.6%,11.9%,i,32.5
NC(=O)c1ccc(SCC(=O)OCC(=O)NCc2ccco2)c([N+](=O)[O-])c1,27.9%,/,/,/,/,-0.3,44,/,/,0.4%,i,41.2

Just Large T inhibition, for five of the compounds above:
| SMILES | Large T inhibition |
| --- | --- |
| Cc1ccc(NC(=O)NCCN2C(=O)C3C4C=CC(C4)C3C2=O)cc1 (stereo not given) | 20.8% |
| COC1=C(OC)C(=O)C(CCCCCCCCCCO)=C(C)C1=O | -0.4% |
| CC(=O)OC(C(=O)Nc1nccs1)c1ccccc1 (stereo not given) | 14.3% |
| Cc1cc(SCc2c(F)cccc2Cl)nc(=O)[nH]1 | 10.9% |
| NC(=O)c1ccc(SCC(=O)OCC(=O)NCc2ccco2)c([N+](=O)[O-])c1 | 27.9% |

For convenience, 2 of the compounds above:
Molecule,Large T inhibition,GPR55 activation,GPR55 LPI antagonism,Lipid droplet,Lipid droplet cells 6.5 µM,NTR1 ag,NTR1 ag cell count 20 µM,LYP phosphatase,GPR35 antagonists,Rac1 GTP hydrolysis,T cell HTS,T cell HTS vesicle-bound %
Cc1cc(SCc2c(F)cccc2Cl)nc(=O)[nH]1,10.9%,-0.1%,-1.0%,-14.0,639,-0.5,61,-4.2%,18.6%,11.9%,i,32.5
NC(=O)c1ccc(SCC(=O)OCC(=O)NCc2ccco2)c([N+](=O)[O-])c1,27.9%,/,/,/,/,-0.3,44,/,/,0.4%,i,41.2

More results:
Molecule,Large T inhibition,GPR55 activation,GPR55 LPI antagonism,Lipid droplet,Lipid droplet cells 6.5 µM,NTR1 ag,NTR1 ag cell count 20 µM,LYP phosphatase,GPR35 antagonists,Rac1 GTP hydrolysis,T cell HTS,T cell HTS vesicle-bound %
CCN(Cc1ccccc1)C(c1cc2cc(C)ccc2[nH]c1=O)c1nnnn1CCOC (stereo not given),2.2%,-0.3%,-6.0%,/,/,-0.6,57,-5.3%,5.6%,5.6%,i,30.1
O=C(CSc1nnc2ccc(-c3ccc(F)cc3)nn12)NCC1CCCO1 (stereo not given),7.1%,/,/,/,/,-0.1,65,/,/,0.5%,i,43.8
C=CCn1c(-c2ccc(Cl)cc2)cnc1SC(C)C(=O)NC(N)=O (stereo not given),26.9%,0.5%,0.2%,-2.1,716,2.6,60,-2.8%,-6.2%,-0.3%,i,46.9
CCC(C)(C)C1CCC2(CC1)NC(=O)N(CC(=O)Nc1nc(-c3ccc(C)cc3)cs1)C2=O (stereo not given),-1.6%,-0.2%,12.2%,2.1,851,0.3,47,1.7%,9.7%,8.2%,i,39.9
Cc1cnc(C(=O)Nc2cccc(S(=O)(=O)N(C)C)c2)cn1,-2.7%,0.6%,-2.4%,-3.2,500,-0.6,40,-9.4%,-7.1%,1.1%,i,9.1
O=C(Cc1ccccc1)N1CCN(C(=O)c2ccco2)CC1,13.7%,0.0%,-3.8%,-1.6,733,-0.8,40,-8.4%,8.6%,10.4%,i,14.7
COCCCN(C(=O)CSCc1c(C)noc1C)c1c(N)n(Cc2ccccc2)c(=O)[nH]c1=O,15.0%,/,/,/,/,0.3,76,/,/,1.0%,i,31.9
COc1ccc(NC(=O)CSc2nc(NS(=O)(=O)c3ccc(C)cc3)cc(=O)[nH]2)cc1,61.6%,-0.1%,10.2%,5.1,753,-0.7,66,15.7%,4.1%,2.1%,i,35.6

Additional compounds.
Molecule,Large T inhibition,GPR55 activation,GPR55 LPI antagonism,Lipid droplet,Lipid droplet cells 6.5 µM,NTR1 ag,NTR1 ag cell count 20 µM,LYP phosphatase,GPR35 antagonists,Rac1 GTP hydrolysis,T cell HTS,T cell HTS vesicle-bound %
O=C(Nc1cccc(F)c1)c1cccnc1N1CCOCC1,14.8%,-0.1%,15.3%,/,/,-0.9,84,0.2%,-8.8%,1.6%,i,47.0
Cn1cccc1C(=O)c1cccc([N+](=O)[O-])c1,8.9%,-0.3%,6.1%,-3.1,712,0.7,47,-7.3%,-0.3%,-10.4%,i,20.8
COCCCNC(=O)c1ccc(CS(=O)(=O)c2cccc(C(F)(F)F)c2)o1,7.1%,-0.1%,2.1%,-1.3,395,-1.7,63,-6.1%,14.2%,1.4%,i,60.9
CN(CC(=O)N1CCc2[nH]c3ccc(F)cc3c2C1)CC1OCCO1,13.8%,0.4%,8.6%,/,/,-3.7,103,-7.1%,-1.6%,/,i,48.2
COc1cc(/C=C2\S/C(=N/S(=O)(=O)Cc3ccccc3)NC2=O)c([N+](=O)[O-])cc1OC,19.3%,0.3%,-3.2%,25.6,712,1.4,52,7.4%,-16.1%,14.3%,i,57.1
Cc1ccc(C2(C(F)(F)F)NC(=O)N3CCN=C3S2)cc1 (stereo not given),1.7%,-0.1%,-9.2%,/,/,0.3,82,-7.4%,18.7%,1.2%,i,37.1
COc1ccc(NC(=O)NNS(=O)(=O)c2ccc(Br)cc2)cc1,8.2%,0.2%,9.0%,6.1,821,0.7,53,-10.7%,-11.9%,3.7%,i,55.2
Cc1onc(-c2c(Cl)cccc2Cl)c1C(=O)N1CCCc2ccccc21,6.4%,-0.2%,2.5%,-16.1,762,4.0,39,-7.2%,13.0%,7.7%,i,28.7

Additional entries
Molecule,Large T inhibition,GPR55 activation,GPR55 LPI antagonism,Lipid droplet,Lipid droplet cells 6.5 µM,NTR1 ag,NTR1 ag cell count 20 µM,LYP phosphatase,GPR35 antagonists,Rac1 GTP hydrolysis,T cell HTS,T cell HTS vesicle-bound %
CN(c1ccc(OCC(=O)OCC(=O)NCc2ccco2)cc1)S(=O)(=O)c1ccc2ccccc2c1,10.0%,-0.3%,-1.7%,3.7,661,1.7,66,-0.3%,8.9%,10.6%,i,36.5
CCCS(=O)(=O)N1CCCC(C(=O)NCC2CCCO2)C1 (stereo not given),5.7%,-0.1%,31.2%,/,/,0.5,54,-8.6%,13.9%,9.9%,i,49.4
CCc1cc(C(=O)NCCN(C)C)cs1,3.6%,-0.1%,2.2%,4.3,648,0.0,72,-4.4%,2.4%,-1.1%,i,37.7
COc1ccc(-c2cc(C(=O)Nc3ccc(OC)c(OC)c3)no2)cc1,3.1%,0.0%,-0.2%,-6.5,698,0.0,71,-3.3%,13.1%,5.3%,i,44.7
CCOC(=O)c1ccc(NC(=O)CSc2nnc(CNc3ccc(OC)cc3)n2C)cc1,2.2%,-0.2%,-6.5%,/,/,0.8,57,-13.2%,5.5%,14.0%,i,43.6
CCCOc1ccc(N2CC(C(=O)Nc3ccccc3OC)CC2=O)cc1 (stereo not given),5.3%,-0.1%,-0.1%,3.9,710,-2.9,61,-2.2%,-5.7%,0.2%,i,49.2
C/C(=N/Nc1ccccc1C(=O)O)c1cccs1,38.1%,0.7%,-13.7%,1.1,805,-0.8,80,-7.1%,12.5%,?,i,22.2
CCOC(=O)C1(CC2CCCCO2)CCN(Cc2ccc(OC)cc2F)CC1 (stereo not given),6.7%,0.0%,9.4%,-11.3,703,1.6,33,-0.4%,7.6%,5.4%,i,56.5

Additional results
Molecule,Large T inhibition,GPR55 activation,GPR55 LPI antagonism,Lipid droplet,Lipid droplet cells 6.5 µM,NTR1 ag,NTR1 ag cell count 20 µM,LYP phosphatase,GPR35 antagonists,Rac1 GTP hydrolysis,T cell HTS,T cell HTS vesicle-bound %
CCCC(=O)Nc1cc(C(=O)O)ccc1S(=O)(=O)c1ccc(C)cc1,6.1%,-0.1%,-1.4%,5.8,699,-0.3,41,-3.7%,-19.2%,6.2%,i,45.9
CC(C)OC(=O)[C@H]1[C@H](c2ccc(Cl)cc2)[C@@](C#N)(C(N)=O)[C@@H]2C=CC(C(N)=O)=CN21,10.9%,-0.2%,-6.9%,-8.3,668,/,/,0.5%,-11.4%,8.4%,/,/
COc1ccccc1/C=N/NC(=O)C(=O)Nc1ccccc1OC(F)(F)C(F)F,0.1%,0.3%,2.9%,-3.0,689,2.5,50,-4.0%,14.8%,7.5%,i,26.3
O=C(N/N=C/c1ccc[nH]1)c1cc(-c2cccs2)nc2ccccc12,5.5%,-0.2%,-1.2%,-13.1,653,0.1,29,-0.2%,1.8%,6.7%,i,9.6
COc1ccc(C2Nc3ccccc3C(=O)N2O)cc1OC (stereo not given),7.9%,-0.1%,10.4%,/,/,1.1,54,-8.8%,-1.2%,12.9%,i,57.4
